# Screens as filed in PubChem.
# Yeast superoxide: reduction of superoxide in aged yeast, primary screen, HTS; 330,000 tested, 0.18% active; S. cerevisiae aged cells, superoxide DHE fluorescence; active compounds read low; superoxide response (% of plate mean), % at 10 µM; AID 2690, 2010;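 active means superoxide response under a set limit, about three screen SD below normal, cut at about 65% in these data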;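 further: yeast aged for seven days with compound at 30 °C before DHE staining; 100% = average MFI of all compound-treated wells on the plate with controls excluded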
# GASC-1 inh: inhibitors of GASC-1 histone demethylase, primary screen, biochemical, fluorescence, DELFIA europium; Lysine-specific demethylase 4C (Homo sapiens), Q9H3R0; 330,000 tested, 0.069% active; AID 2099, 2009; GST-JMJD2C(1-420) H3K9me3 demethylation; inhibition, % at 2.35 µM;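 active means more than half of a compound's replicate wells show inhibition beyond 50%, single wells judged on their own value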;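 further: signal counts dimethyl H3K9 product captured on neutravidin plate; 0% = median of DMSO wells and 100% = 0.3 times that DMSO median; strong numbers were not always called active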
# Target sequence (Q9H3R0 1-420 limits assumed): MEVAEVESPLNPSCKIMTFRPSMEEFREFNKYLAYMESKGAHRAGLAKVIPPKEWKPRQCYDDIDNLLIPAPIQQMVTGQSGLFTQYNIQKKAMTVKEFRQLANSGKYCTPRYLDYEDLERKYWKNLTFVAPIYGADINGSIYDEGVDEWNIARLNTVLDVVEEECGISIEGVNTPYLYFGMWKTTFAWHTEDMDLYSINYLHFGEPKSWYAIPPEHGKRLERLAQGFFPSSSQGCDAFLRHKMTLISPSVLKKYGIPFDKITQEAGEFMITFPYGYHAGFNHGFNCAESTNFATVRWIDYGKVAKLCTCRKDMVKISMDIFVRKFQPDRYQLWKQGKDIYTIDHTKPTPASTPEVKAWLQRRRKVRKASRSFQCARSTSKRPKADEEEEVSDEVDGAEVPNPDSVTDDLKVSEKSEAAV
# Active calls of the source: *. Only part of the results is shown, so the mix of outcomes need not match the whole.
# The line under a structure holds: Yeast superoxide	GASC-1 inh
CCc1nc(Nc2ccccc2O)c2oc3ccccc3c2n1
  104	6
Cc1ccc(OCc2cc(C(=O)NC3CCc4ccccc43)no2)cn1 (stereo not given)
  93	1
CCOc1ccc(Nc2nc(N)c3ccccc3n2)cc1
  99	-6
Cc1cccc(N2N=C(C(=O)OCC(=O)c3ccccc3)CCC2=O)c1
  107	-3
CCOc1ncccc1C(=O)OCC(=O)NCc1cccs1
  84	-5
CCOC(=O)C1CCN(C(=O)COC(=O)/C=C/c2ccccc2)CC1
  100	14
CC(=O)OC[C@]12CC[C@H]3[C@@](C)(CC[C@H]4C(C)(C)CCC[C@]34C)[C@@H]1C[C@H](C1=CC(=O)O[C@H]1OC(C)=O)O2
  110	5
Cn1c(SCC(=O)Nc2cccnc2Cl)nnc1-c1ccco1
  93	0
O=C(c1cc(S(=O)(=O)N2CCOCC2)ccc1F)N1CCc2ccccc21
  95	5
COc1cc2c(cc1OC)CN(C(=O)CNC(=O)c1ccc(OC(F)F)cc1)CC2
  79	-4

# Nothing new here: an excerpt of the list.
# The line under a structure holds: Yeast superoxide	GASC-1 inh
CCc1nc(Nc2ccccc2O)c2oc3ccccc3c2n1
  104	6
Cc1ccc(OCc2cc(C(=O)NC3CCc4ccccc43)no2)cn1 (stereo not given)
  93	1
CCOc1ccc(Nc2nc(N)c3ccccc3n2)cc1
  99	-6
Cc1cccc(N2N=C(C(=O)OCC(=O)c3ccccc3)CCC2=O)c1
  107	-3
CCOc1ncccc1C(=O)OCC(=O)NCc1cccs1
  84	-5

# Continuation:
# The line under a structure holds: Yeast superoxide	GASC-1 inh
COc1ccccc1NS(=O)(=O)c1cc(NC(=O)C2CCCO2)ccc1C (stereo not given)
  90	0
CC[C@@H](C)[C@@H]1CN([C@@H](CN2CCC[C@H]2CN2C(N)=NC[C@@H]2Cc2ccccc2)C(C)C)C(=N)N1CCCC1CCCC1
  121	-53
O=C(COC(=O)c1ccccc1Cl)NCc1ccco1
  115	7
COc1ccc(NC(C)C(=O)N/N=C/c2c(O)ccc3ccccc23)cc1 (stereo not given)
  101	0
O=C(NC1=NCCS1)C1CCN(S(=O)(=O)c2cc([N+](=O)[O-])ccc2Cl)CC1
  129	-1
CCOc1ccc(NC(=O)COC(=O)Cc2ccsc2)cc1
  92	-1
Cc1cc(C)c(S(=O)(=O)Nc2nnc(C(C)C)s2)c(C)c1
  100	-4
COc1cc2sc(-c3ccc(S(C)(=O)=O)cc3)c(C(=O)NCc3ccc(C)o3)c2cc1OC
  100	-11
COc1ccccc1CNC(=O)CN(C)CC(=O)Nc1ccccc1Br
  90	-6
COc1cc(OC)c(C(=O)OCC(=O)Nc2ccc(N3CCOCC3)cc2)cc1OC
  91	-6
COc1ccc(S(=O)(=O)N[C@@H](CSCc2ccccc2)C(=O)O)cc1
  135	8
CCN(C[C@H]1N[C@@](CC)(C(=O)OC)[C@H]2C(=O)N(C)C(=O)[C@@H]12)S(=O)(=O)c1ccc(C(F)(F)F)cc1
  99	48
CN(C(=O)c1ccc(F)cc1)c1ccc(OCC(=O)Nc2ccccc2C(=O)O)cc1
  103	1
Cc1cc(NC(=O)COC(=O)C2=NN(c3ccccc3)C(=O)CC2)c([N+](=O)[O-])cc1C
  102	0
COc1ccc(C(OCC(O)CNCCc2ccccc2)c2ccc(OC)cc2)cc1 (stereo not given)
  98	1
O=C(CSc1nnc2ccccn12)NNC(=O)c1cccc(Cl)c1
  99	4
CC(=O)Nc1ccc(S(=O)(=O)NNC(=O)c2cccc([N+](=O)[O-])c2)cc1
  97	8
CCC1CCCCN1C(=O)COC(=O)COc1ccc(Br)cc1 (stereo not given)
  104	1
COC(=O)c1ccc(Cn2nc(-c3cc(C)ccc3C)ccc2=O)cc1
  101	2
COc1ccc(S(=O)(=O)N(C)C[C@H]2Oc3c(NC(=O)NC(C)C)cccc3C(=O)N([C@H](C)CO)C[C@@H]2C)cc1
  101	7
S=C(NCCc1cccc(Cl)c1)NC1CCCCC1
  101	-2
CC(=O)c1c(C)[nH]c(C(=O)NNC(=O)c2ccc(Br)cc2)c1C
  117	0
CC(C(=O)Nc1ccccn1)c1ccccc1 (stereo not given)
  96	-7
Oc1ccccc1/C=N/NC(=S)NCCc1ccccc1
  102	1
C=CCNc1nc(NCc2ccccc2)nc(OCC)n1
  97	7
Cc1ccc(C)c(OCCC(=O)Nc2ccccc2C(=O)NC2CC2)c1
  111	4
O=C(COC(=O)c1ccc2ccccc2n1)Nc1ccccc1Br
  98	1
CCOc1ccc(NC(=O)COc2ccc(S(=O)(=O)N3CCOCC3)cc2)cc1
  111	-4
Cn1c(SCC(=O)Nc2cccnc2Cl)nc2ccccc21
  84	11
CCN1CCN(CC(=O)Nc2cc(S(=O)(=O)N3CCCCC3)ccc2Cl)CC1
  113	8
O=C(CN1C(=O)NC2(CCCC2)C1=O)NC(c1ccccc1)c1ccccc1
  99	7
Cc1cc(NS(=O)(=O)c2ccc(NC(=O)Cc3ccc([N+](=O)[O-])cc3)cc2)nc(C)n1
  111	10
Cc1ccc(C(=O)NC(C(=O)Nc2ccccc2)c2ccccc2)cc1 (stereo not given)
  101	2
CC[C@@H](C)[C@@H]1CN([C@@H](CN2CCC[C@H]2CN2C(N)=NC[C@H]2C(C)C)C(C)C)C(=N)N1CCCC1CCCC1
  109	-2
CSc1cccc(N2CC(C(=O)N3CCN(S(=O)(=O)c4ccccc4Cl)CC3)CC2=O)c1 (stereo not given)
  111	-4
CCc1c(C)c2ccc(O)c(CN3CCCC3)c2oc1=O
  99	0
CC(C)[C@H](NC(=O)c1ccccc1Cl)C(=O)OCC(=O)N1CCCCC1
  96	2
CC(=O)Nc1ccc(S(=O)(=O)N2CCC(C(=O)NCCc3ccc(Cl)cc3)CC2)cc1
  98	0
CCOc1cc(S(=O)(=O)NCCCN2CCOCC2)c(C)cc1C
  96	-1
CCN(CC(=O)Nc1ccc2c(c1)OCCO2)C(=O)/C=C/c1cccc(C(F)(F)F)c1
  106	6
O=C(COC(=O)c1ccccc1)Nc1ncc([N+](=O)[O-])s1
  94	-5
O=C(NCc1ccccc1C(F)(F)F)c1cccc2c1C(=O)c1ccc(N3CCOCC3)cc1S2(=O)=O
  93	14
O=C(C[C@H]1C/C=C\CC[C@@H](Cc2ccc(F)cc2)C(=O)O[C@@H](c2ccccc2)CNC1=O)N[C@H](CO)Cc1ccccc1
  94	-7
CC1CC1C(=O)N(C)CC(=O)Nc1ccccc1Br (stereo not given)
  110	-11
CCOC(=O)c1ccc(N2C(=O)CC(Sc3nc(C)cc(C)n3)C2=O)cc1 (stereo not given)
  96	2
CCCc1cc(=O)[nH]c(SCC(=O)N2CCc3ccccc32)n1
  105	3
Cc1ccc(C(=O)NC(C)c2nnc(SCC(=O)NC3CCCC3)n2C)cc1 (stereo not given)
  97	-3
O=[N+]([O-])c1c(Nc2ccccc2O)cc(Cl)c2nonc12
  102	10
CN(CC(=O)Nc1ccc2c(c1)OCCO2)CC(=O)Nc1ccc(F)c(F)c1F
  95	10
CN(CC(=O)Nc1ccc(Cl)c(C(F)(F)F)c1)C(=O)c1cnccn1
  83	-4

# The list goes on.
# The line under a structure holds: Yeast superoxide	GASC-1 inh
COc1ccc(OC)c(NC(=O)COC(=O)[C@H](Cc2ccccc2)NC(=O)c2ccco2)c1
  118	4
COCCn1cnc2c1c(=O)n(CC(=O)NC(=O)NC(C)(C)C)c(=O)n2Cc1ccccc1
  93	-7
COc1ccccc1C(C)NC(=O)c1ccc(S(=O)(=O)NCc2ccco2)cc1 (stereo not given)
  90	-5
COc1ccc(NC(=O)c2cc(F)cc(F)c2)cc1S(=O)(=O)N1CCCCC1
  125	-3
Cc1cc([N+](=O)[O-])c(C)cc1-c1ccc(/C=N/n2cnnc2)o1
  100	6
C/C(=N/NC(=O)CCc1ccccc1)c1ccc2c(c1)OCO2
  90	2
Cn1c(CCC(=O)O)nc2cc(S(=O)(=O)N3CCCC3)ccc21
  85	-4
CS(=O)(=O)c1ccc(Cl)c(NC(=O)CN2CCN(C(=O)c3cccs3)CC2)c1
  110	-3
C/C(=N\NC(=O)c1ccncc1)c1cccc(NC(=O)c2ccc(Cl)s2)c1
  117	2
Cc1ccc2occ(/C=N/NC(=O)c3ccc(O)cc3)c(=O)c2c1
  99	8
Cc1ccc(S(=O)(=O)N2CCCCC2C(=O)Nc2ccc(N(C)C)cc2)cc1 (stereo not given)
  67	27
CCc1ccc(N(CC(=O)N2CCN(Cc3ccccc3)CC2)S(C)(=O)=O)cc1
  104	-3
Cc1ccc(NC(=S)N2CCN(S(=O)(=O)c3ccccc3)CC2)cc1
  99	9
O=C(Oc1ccc(Cl)c(Cl)c1)C1=CC=CN2CCS(=O)(=O)N=C12
  80	3
C#CCOCCOCCOCCNc1nc(N2CCN(C(=O)[C@H](CC(N)=O)n3cc(C(N)[C@@H](C)CC)nn3)CC2)nc(N2CCN(C(=O)[C@H](CCCCN)n3cc([C@@H](N)CC(N)=O)nn3)CC2)n1 (stereo not given in full)
  114	-3
COc1ccccc1NC(=O)CSc1nncn1N
  101	11
O=C(Cc1ccccc1F)Nc1ccc(S(=O)(=O)N2CCCC2)cc1
  107	-2
CCc1cccc(C)c1NC(=O)COC(=O)CSCc1ccccc1
  122	0
C[C@H]1CN([C@@H](C)CO)C(=O)c2cc(NC(=O)C3CCCCC3)ccc2O[C@H]1CN(C)C(=O)Nc1ccc2c(c1)OCO2
  101	4
O=C(COC(=O)/C=C/c1ccc([N+](=O)[O-])cc1)NC(=O)NC1CCCCC1
  101	-1
CCOC(=O)C1CCN(C(=O)COC(=O)C23CC4CC(CC(C4)C2)C3)CC1
  92	10
CCN1C(=NCc2ccc(OC)cc2)N[C@@H](c2ccccc2)[C@H](C(=O)OC)[C@H]1C
  113	7
O=C(COC(=O)Cn1cnc2ccccc21)Nc1ccccc1C(F)(F)F
  101	-3
COc1ccccc1CNC(=O)COC(=O)c1ccc(Cl)nc1
  82	2
CCN1C(=NCc2cc(OC)c(OC)c(OC)c2)N[C@@H](c2cccc(C(F)(F)F)c2)C(C(=O)OC)=C1C
  135	2
O=C(COC(=O)CC1CC2CCC1C2)Nc1ccccc1[N+](=O)[O-] (stereo not given)
  110	-3
Cc1ccccc1OCC(=O)OCC(=O)NCc1ccccc1Cl
  107	-3
Nc1cc(=O)[nH]c(SCC(=O)N2CCCC2)n1
  113	-7
COc1ccc(CC(=O)NCC2CCCN(Cc3ccccc3Cl)C2)cc1 (stereo not given)
  98	-6
CCOc1ccc(C(=O)Nc2ccc(CN3CCOCC3)cc2)cc1Br
  100	12
CCOc1ncccc1C(=O)Nc1cc2c(cc1Br)OCCO2
  98	2
NC(=O)CC[C@H](NC(=O)c1ccc(F)cc1)C(=O)N1CCN(Cc2ccc3c(c2)OCO3)CC1
  73	-3
Cc1ccc(-n2c(C)cc(C(=O)OCC(=O)N3CCOCC3)c2C)cc1
  120	6
CSc1ccc(C2NC(=O)CCC2[N+](=O)[O-])cc1 (stereo not given)
  98	2
Cc1ccc(S(=O)(=O)N2CCCCC2)cc1NC(=O)CSc1nnc(C2CC2)n1C
  87	14
O=C(COC(=O)CN1C(=O)NC2(CCCCC2)C1=O)Nc1cc(F)ccc1F
  89	9
C[C@H](CO)N1C[C@H](C)[C@@H](CN(C)C(=O)Nc2ccc3c(c2)OCO3)Oc2ccc(NC(=O)Nc3ccc4c(c3)OCO4)cc2C1=O
  84	-12
CN1CCC(N(C)C(=O)c2ccc(Cl)c(S(=O)(=O)N(C)c3ccc(Cl)cc3)c2)CC1
  101	1
O=C(CCC(=O)Nc1ccccc1)NNS(=O)(=O)c1ccc(Cl)cc1
  133	2
CC(C)(C)OC(=O)C[C@H]1C/C=C\C[C@@H](CC(=O)N(CCO)Cc2ccccc2)C(=O)N[C@H](C(C)(C)C)COC1=O
  129	0
Cc1[nH]c(=O)[nH]c(=O)c1S(=O)(=O)Nc1ccc(F)c([N+](=O)[O-])c1
  99	-4
COc1ccc2sc(-c3ccc(N(C)C)cc3)c(C#Cc3cncn3C)c2c1
  116	1
CC(=O)Nc1ccc(NC(=O)C(C)OC(=O)C23CC4CC(CC(Cl)(C4)C2)C3)cc1 (stereo not given)
  104	5
CCC(C)N(C(=O)CSc1nncn1C)C1CCS(=O)(=O)C1 (stereo not given)
  103	6
CCOc1ccc(CC(=O)N/N=C(\C)c2cccnc2)cc1OCC
  93	-3
CSc1cccc(NC(=O)COC(=O)C2(c3ccccc3)CC2)c1
  115	-5
CC(=O)c1ccc(OCc2cc(C(=O)N(C)Cc3ccccn3)no2)cc1
  95	-1
COc1ccccc1N1CC(C(=O)NC2CCCCCC2)CC1=O (stereo not given)
  100	-1
CC(C)(C)[C@@H]1COC(=O)[C@@H](Cc2ccc(F)cc2)C/C=C\C[C@H](CC(=O)N(CCO)Cc2ccccc2)C(=O)N1
  119	2
O=C(Nc1cccc(S(=O)(=O)N2CCCCC2)c1)C1COc2ccccc2O1 (stereo not given)
  102	-6
Cc1ccc(Cn2c(N3CCNCC3)nc3c2c(=O)[nH]c(=O)n3C)cc1
  100	-5
COc1ccc(S(=O)(=O)N2CCOCC2)cc1NC(=O)CSc1nnc(C2CC2)n1C
  91	0
C=CC[C@@H](CC(=O)N[C@H](CO)Cc1ccccc1)C(=O)N[C@@H](COC(=O)[C@@H](CC=C)CC(=O)OC(C)(C)C)Cc1c[nH]c2ccccc12
  104	-10
